RAD52 inh: RAD52 DNA annealing inhibitors, primary screen, biochemical, FRET, single point, set 2. DNA repair protein RAD52 homolog (Homo sapiens), P43351. recombinant RAD52 DNA annealing, FRET fluorescence. inhibition, % at 18.7 µM. 360,000 compounds, 0.46% hits. AID 651710, 2012;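 active = every replicate showing at least 50% inhibition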
ERAP1 HTS inh: human ERAP1 aminopeptidase inhibitors, primary screen, biochemical, single point, plate reader; Endoplasmic reticulum aminopeptidase 1 (Homo sapiens), Q9NZ08; recombinant ERAP1, Leu-AMC fluorescence, 60 min; inhibition, % at 10.7 µM; 340,000 compounds, 0.15% hits; AID 652197, 2013;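 active = mean replicate inhibition of at least 30%, or all replicates individually reaching that 30% level; inactive = mean below 30% and not every replicate reaching it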;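 note: 0% = neutral control wells and 100% = L-leucinethiol positive control wells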
RAD54 branch: inhibitors of human RAD54 branch migration, primary screen, biochemical, fluorescence, single point; DNA repair and recombination protein RAD54-like (Homo sapiens), Q92698; RAD54 Holliday junction branch migration, FAM/BHQ fluorescence; inhibition, % at 10.4 µM; 360,000 compounds, 0.14% hits;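 active = mean normalized replicate activity at least 40 and at least half of replicates scoring 40 or more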;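 note: 0% = median of neutral control wells and 100% = median of positive control wells; inhibitors cause a drop in the FAM fluorescence signal; in these data hits start at about 50%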
Target sequence (Q92698 whole entry, looked up): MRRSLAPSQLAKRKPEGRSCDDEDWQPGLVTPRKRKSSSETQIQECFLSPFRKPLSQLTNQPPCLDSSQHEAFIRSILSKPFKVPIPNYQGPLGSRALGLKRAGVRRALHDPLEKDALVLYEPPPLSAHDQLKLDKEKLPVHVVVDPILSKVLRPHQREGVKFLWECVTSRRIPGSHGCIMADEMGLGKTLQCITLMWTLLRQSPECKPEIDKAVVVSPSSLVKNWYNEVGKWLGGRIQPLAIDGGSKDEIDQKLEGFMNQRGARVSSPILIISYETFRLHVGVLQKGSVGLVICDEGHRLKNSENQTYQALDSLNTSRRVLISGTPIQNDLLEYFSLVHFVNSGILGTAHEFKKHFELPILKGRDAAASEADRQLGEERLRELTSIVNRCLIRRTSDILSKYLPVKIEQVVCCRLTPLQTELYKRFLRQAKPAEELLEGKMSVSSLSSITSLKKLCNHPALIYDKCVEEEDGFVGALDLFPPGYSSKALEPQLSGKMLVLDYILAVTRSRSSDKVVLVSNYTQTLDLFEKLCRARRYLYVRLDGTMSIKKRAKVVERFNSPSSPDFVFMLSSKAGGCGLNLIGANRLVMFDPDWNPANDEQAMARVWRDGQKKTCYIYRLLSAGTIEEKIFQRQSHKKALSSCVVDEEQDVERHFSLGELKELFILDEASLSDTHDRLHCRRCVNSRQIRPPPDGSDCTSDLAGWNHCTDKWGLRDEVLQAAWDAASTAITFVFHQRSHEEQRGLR
ARNT TACC3 PPI: disruptors of ARNT/TACC3 protein interaction, primary screen, biochemical, AlphaScreen, single concentration; AlphaScreen His-ARNT PAS-B/GST-TACC3 binding, luminescence; TACC3 fragment carries E629A point mutation; Transforming acidic coiled-coil-containing protein 3 (Homo sapiens), Q9Y6A5; inhibition, % at 9.99 µM; 390,000 compounds, 0.66% hits;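 active = mean inhibition of replicates at least 50% and at least half of replicates each reaching 50%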;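 note: 0% = complete ARNT plus TACC3 wells and 100% = ARNT alone without TACC3; many hits fall short of the cut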
INS-1E GSIS act: GLuc luminescence reporter in INS-1E cells, primary screen for activators of glucose-dependent secretion of insulin. INS-1E GLuc reporter insulin secretion, 2-3 h. activation, % at 16.6 µM. 370,000 compounds, 0.61% hits. AID 743287, 2014;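 active = lowest replicate activation of at least 40%, so every replicate reaches that level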;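 note: 0% = median of neutral control wells and 100% = median of IBMX positive control wells; some compounds called inactive have numbers as strong as hits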
esBAF inh: Bmi1 luciferase reporter increase in mESCs, primary screen, esBAF inhibitor project, mouse ES cells, Bmi1 luciferase knock-in, single point | reporter increase, % at 12.5 µM | 24 h; 100% = twice the neutral-well signal | 350,000 compounds, 2% hits; in the data active = activation above about 40%;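 note: 0% = median of the plate's neutral control wells and 100% = double that signal; a rise in the Bmi1 reporter signal indicates esBAF inhibition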
Xi reactivation: activators of inactive X chromosome reactivation, primary screen, imaging, XiGFP fibroblasts, GFP high-content imaging, set 2; XiGFP mouse fibroblasts, % GFP-positive cells imaging, 3 d; cells co-treated with 5-aza-dC sensitizer; scaled so ellipticine positive control = 100%; activation, % at 7.58 µM; 360,000 compounds, 0.055% hits;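 active = mean normalized replicate activation at least 10% and every replicate at or above 10%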;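 note: 0% = median of on-plate neutral control wells and 100% = ellipticine 6 µM median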
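System: XiGFP fibroblasts, SV40-immortalized. Medium: DMEM plus 5-aza-dC sensitizer. Doses: single point. Timing: 3 d treatment, 15 min room-temperature fixation. Control set: ellipticine 6 µM.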
CFTR F508del cor: F508del CFTR correction, initial screen, CFBE line, single point; CFBE cells, YFP halide quenching; stimulated with forskolin plus potentiator P3; % fluorescence drop versus neutral controls; activity (quench increase), % at 7.58 µM; 350,000 compounds, 0.36% hits;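 active = mean added fluorescence quench of at least 8% versus neutral control, with both replicates also reaching 8%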;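 note: cells transiently co-express mutant CFTR-F508del with the halide-sensitive YFP; corrector assay measuring rescue of mutant channel to the surface after 24 h compound exposure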
Active calls of the source: *; i = inactive; . = no result given.

SMILES	RAD52 inh	ERAP1 HTS inh	RAD54 branch	ARNT TACC3 PPI	INS-1E GSIS act	esBAF inh	Xi reactivation	CFTR F508del cor
COc1ccccc1CNC(=O)COC(=O)c1ccc(C(=O)c2ccccc2)cc1	-9	0	-9	13	.	-2	0.1	5.1
O=C1CC(N2CCN(c3ccccn3)CC2)C(=O)N1c1ccc(Cl)cc1 (centres undefined)	-20	-5	.	-7	-6	.	0.9	0.4
COc1cc(CN(C(=S)NCC(=O)O)C2CCCC2)cc(OC)c1OC	5	-3	.	-6	8	.	0.0	-1.9
O=C(CC1C(=O)NCCN1CC1CCCCC1)NCc1cccc(F)c1F (centres undefined)	-14	10	.	.	-6	.	-0.1	.
CCC(=O)N1CCN(CCN=CC2=C(O)CC(C)(C)CC2=O)CC1	.	.	-4	-8	-8	-6	.	.
Cc1oc(CC(C)C)cc1C(=O)Nc1cccc2ccccc12	.	.	8	-3	-6	-8	.	.
C/C(=N\NC(=O)c1ccc(CN2CCc3ccccc3C2)cc1)c1ccccc1O	-25	-5	.	-4	-17	.	0.1	0.2
COc1ccc(NC(=O)N2CCCCN3[C@H](CO)[C@@H](c4ccc(C#Cc5ccccc5)cc4)[C@H]3C2)cc1	70*	-3	-1	21	.	.	.	-0.4
O=C(CNC(=O)c1ccccc1F)N/N=C/c1cc(Br)ccc1OCc1ccccc1	-7	-2	3	-4	0	.	0.0	1.9
O=C1NC[C@H](CCCCN2C[C@H](Cc3ccc(O)cc3)N(CC3CCCCC3)C(=O)C2=O)N(CCc2ccc(O)cc2)C1=O	-14	-13	.	.	-2	.	-0.2	-0.7
O=C(CCCCn1c(=O)c2ccccc2n(Cc2ccccc2F)c1=O)NC1CCN(Cc2ccccc2)CC1	-49	.	3	0	23	-1	0.0	3.8
C[C@H](CO)N1C[C@H](C)[C@@H](CN(C)Cc2ccncc2)Oc2ccc(N(C)C)cc2CC1=O	10	9	0	-1	-1	2	-1.1	-1.2
Cc1ccc(C(=O)Nc2cccc(C(=O)O)c2)cc1S(=O)(=O)N1CCOCC1	-4	-6	4	-2	-7	-6	.	-3.8
C[C@H](CO)N1C[C@H](C)[C@@H](CN(C)C(=O)Nc2ccccc2)Oc2cc(C#Cc3ccccc3)ccc2S1(=O)=O	-20	0	-9	-4	5	4	0.5	1.3
CO[C@@H]1CN(C)C(=O)c2ccc(NC(=O)c3ccccc3F)cc2OC[C@H](C)N(C)C[C@@H]1C	.	.	9	0	2	3	0.1	-2.2
COc1cc(/C=C/C(=O)O)cc(S(=O)(=O)NC2CCCC2)c1OC	4	.	.	-8	1	-7	0.0	-1.5
COc1ccc(-c2nc(-c3cccnc3)no2)cc1	-18	.	.	1	4	.	0.2	-1.1
CC[n+]1cc(C)ccc1/C=C/c1ccc(N(C)C)cc1	-249	14	-76	12	-28	-82	0.1	-0.3
C[C@H](CO)N1C[C@H](C)[C@@H](CN(C)C(=O)NC2CCCCC2)OCCCC[C@H](C)Oc2ccc(NS(=O)(=O)c3ccc(Cl)cc3)cc2C1=O	14	-2	4	-4	4	-1	0.0	-0.6
Cc1ccc(C)c(NC(=O)COC(=O)Cn2c(C)csc2=O)c1	-9	-4	0	2	-10	5	0.0	-1.9
C=CCN(Cc1ccc(Cl)s1)C(=O)c1cc(S(=O)(=O)N2CCOCC2)ccc1F	i	1	1	-8	-26	-5	-0.4	-0.4
CCOc1cc(CNn2cn[nH]c2=S)cc(Cl)c1OCc1ccccc1F	-15	0	0	0	-22	-5	0.1	.
C[C@@H]1CCCCO[C@H](CN(C)C(=O)NC2CCCCC2)[C@@H](C)CN([C@H](C)CO)C(=O)c2cc(NC(=O)Nc3cccc4ccccc34)ccc2O1	-9	6	0	-1	4	-1	0.0	-0.3
CN(C)CC(=O)Nc1ccc2c(c1)[C@H]1C[C@H](CC(=O)NCc3cccc(F)c3)O[C@@H](CO)[C@H]1O2	1	0	6	-1	0	1	0.3	-2.0
Cc1ccc(NC(=O)c2c3c(nc4ccccc24)CCC3)cc1S(=O)(=O)N(C)C	-17	-6	.	5	2	.	0.1	-1.2
Cc1nnsc1NC(=O)OCc1ccc(C(C)(C)C)cc1	.	.	8	-1	-30	-19	.	.
COC(=O)c1ccc(C2/C(=C(\O)c3ccc4c(c3)OCCO4)C(=O)C(=O)N2c2nnc(C)s2)cc1 (centres undefined)	-13	3	-7	2	8	33	0.0	-1.4
CC(=O)Nc1ccc(N(CC(O)Cn2c3ccccc3c3ccccc32)S(=O)(=O)c2ccc(C)cc2)cc1 (centres undefined)	-34	2	0	0	-17	.	0.0	.
CC(CCl)OC(C)CCl (centres undefined)	-3	2	-2	.	15	-6	.	-4.7
C[C@@H](NC(=O)[C@H]1[C@H](CO)[C@H]2Cn3c(ccc(-c4cccc(F)c4)c3=O)[C@H]2N1C)c1ccccc1	3	4	.	.	-6	.	0.5	1.5
C[C@H]1CN([C@@H](C)CO)C(=O)c2cc(N(C)C)ccc2O[C@@H]1CN(C)Cc1ccc(Cl)c(Cl)c1	-7	-1	-6	.	-33	-4	-1.4	-1.1
CS(=O)(=O)Cc1cccc(C(=O)NC2CCSc3ccccc32)c1 (centres undefined)	-25	0	1	.	6	2	0.0	1.1
Cc1cccc(-c2oc(C)c(C)[n+]2[O-])c1	.	.	-24	4	2	9	.	.
CCOC(=O)N1CCN(c2ccc(N3C(=O)CCCC3=O)cc2[N+](=O)[O-])CC1	-13	0	-7	-4	23	-2	-0.1	0.6
O=C1C2=C(C(c3ccccc3)=NCCN2)C(c2cccc([N+](=O)[O-])c2)N1c1ccccc1 (centres undefined)	-3	1	-2	1	-15	-2	0.0	-0.5
Cc1ccc2cccc(S(=O)(=O)Nc3c(C)n(C)n(-c4ccccc4)c3=O)c2n1	.	.	1	-13	0	-1	.	.
CN(C)CCCNC(=O)C[C@@H]1CC[C@H]2[C@@H](COc3ccc(NC(=O)c4cccc(F)c4)cc3C(=O)N2C)O1	-7	-1	0	-6	4	7	0.4	-1.6
COc1ccc(S(=O)(=O)Nc2cccc3c2O[C@@H](CN(C)Cc2ccc(C(F)(F)F)cc2)[C@@H](C)CN([C@@H](C)CO)C3=O)cc1	4	1	-6	-6	-17	1	0.3	-1.8
Cn1cc(S(=O)(=O)Nc2ccc(Oc3ccccc3)cc2)c(=O)n(C)c1=O	-18	-5	2	3	-9	-1	-0.1	-1.1
O=C(Cn1cc(/C=C\[N+](=O)[O-])c2ccccc21)Nc1ccccc1	-51	1	.	-4	9	-1	0.8	-11
C=CCN(C(=O)OC(C)(C)C)S(=O)(=O)NCc1ccccc1	-7	0	0	-23	4	-5	0.1	-1.7
O=C(COc1nncc2ccccc12)Nc1ccc(Br)cc1F	-8	0	-6	-6	3	-10	0.5	1.7
O=C(C[C@@H]1C[C@H]2c3cc(NC(=O)NC4CCCCC4)ccc3O[C@H]2[C@@H](CO)O1)NCc1ccccn1	-11	-1	1	9	4	0	0.0	-0.4
Cc1ccc(C)c(N(CC(=O)NC(C)C)C(=O)CCC(=O)Nc2ccccn2)c1	-8	-1	-8	6	4	5	0.0	0.2
CCOc1ccccc1-c1nc(-c2ccc(NC(=O)Cc3ccccc3OC)cc2)no1	.	.	-3	-8	-29	-1	.	.
C=CCN1C(=O)C(Cc2cccc(Cl)c2)SC1=Nc1ccc(C(=O)O)cc1 (centres undefined)	-15	-3	.	.	11	.	0.2	1.2
O=C(NCC[C@@H]1CC[C@@H](NS(=O)(=O)c2ccc(F)cc2)[C@H](CO)O1)c1ccccc1F	-20	0	.	.	1	.	-0.2	6.0
CCC(=O)N(C)C[C@H]1Oc2cc(-c3cncnc3)ccc2S(=O)(=O)N([C@@H](C)CO)C[C@H]1C	7	9	4	-2	4	-1	-0.5	0.8
COc1ccc(S(=O)(=O)N[C@@H]2C=C[C@@H](CC(=O)O)O[C@H]2CO)cc1	3	-2	-3	4	12	-2	0.0	0.5
C[C@@H]1CN([C@H](C)CO)C(=O)c2cc(C3=CCCC3)cnc2O[C@H]1CN(C)C(=O)c1ccncc1	-80	0	4	4	6	3	-0.3	-1.8
COc1ccc(CC(NC(C)=O)C(=O)NC2CCN(C(=O)c3ccc(Cl)cc3)CC2)cc1 (centres undefined)	4	4	-8	-11	-6	-8	0.2	-1.8
Cc1ccc(S(=O)(=O)N2CCN(c3nccnc3C#N)CC2)cc1	-15	8	.	2	3	-1	0.0	0.2
Cc1cccc(NCN2C(=O)C3C4C=CC(C4)C3C2=O)c1 (centres undefined)	-9	10	6	0	50	7	.	-1.1
CC(=O)Nc1ccccc1/C=C/c1ccc2c(C)cc(C)c(O)c2n1	3	11	.	2	11	.	-0.2	.
COc1cccc(S(=O)(=O)N2C[C@H](O)COC[C@@H]3O[C@H](CC(=O)N4CCOCC4)CC[C@H]32)c1	11	0	-11	-1	4	-2	0.3	0.7
CO[C@@H]1CN(C)C(=O)c2cc(NC(=O)NC(C)C)ccc2OC[C@H](C)N(Cc2ccccc2)C[C@@H]1C	-3	1	0	1	1	4	0.6	-1.1
CC(C)C[C@H](NC(=O)NCCC1=CCCCC1)C(=O)O	4	3	.	-6	6	.	0.0	-1.1
O=C(CCNC(=O)N1CC(=O)Nc2ccccc21)Nc1cccc(Cl)c1	-16	1	6	0	7	-2	0.0	0.8
COc1cc(NC(=O)Cn2nc(-c3ccc(F)cc3)ccc2=O)ccc1-n1cnnn1	-8	0	.	-8	-3	.	0.3	-0.7
CCCC(=O)Nc1ccc2c(c1)C(=O)N(C)C[C@H](OC)[C@H](C)CN(Cc1ccccc1)[C@H](C)CO2	0	-5	11	11	-5	-13	0.0	-1.4
Later entries.
SMILES	RAD52 inh	ERAP1 HTS inh	RAD54 branch	ARNT TACC3 PPI	INS-1E GSIS act	esBAF inh	Xi reactivation	CFTR F508del cor
CCOc1ccccc1OCCCC(=O)N(CC)CC(=O)Nc1c(F)cccc1F	4	0	-27	5	3	2	-0.1	0.8
CC(=O)C(Cc1ccccc1)NC(=O)CN(C)Cc1ccccc1Cl (centres undefined)	-17	2	-35	-2	-31	3	0.2	-2.7
O=C(COC(=O)CNC(=O)c1ccc(Br)cc1)NCCC1=CCCCC1	-5	.	.	-5	-20	.	0.3	-0.5
CS(=O)(=O)N1CCCCC1CCN1CCCCC1 (centres undefined)	-18	-4	-3	-1	.	-2	0.0	-1.2
Clc1cccc(Cc2c(-c3cccc(Cl)c3)nc3ccc(Br)cn23)c1	-33	5	-8	.	-35	27	0.2	-2.7
CC(C)c1ccc(C(=O)NCCCN2CCOCC2)cc1	-17	3	-9	-1	-12	21	0.3	-1.2
O=C(NCCc1ccc(F)cc1)NC12CC3CC(CC(C3)C1)C2	0	2	2	-1	-35	72*	0.1	0.9

Part of the list above in order of number of heavy atoms, smallest number first.
SMILES	RAD52 inh	ERAP1 HTS inh	RAD54 branch	ARNT TACC3 PPI	INS-1E GSIS act	esBAF inh	Xi reactivation	CFTR F508del cor
O=C(NCCc1ccc(F)cc1)NC12CC3CC(CC(C3)C1)C2	0	2	2	-1	-35	72*	0.1	0.9
Clc1cccc(Cc2c(-c3cccc(Cl)c3)nc3ccc(Br)cn23)c1	-33	5	-8	.	-35	27	0.2	-2.7
O=C(COC(=O)CNC(=O)c1ccc(Br)cc1)NCCC1=CCCCC1	-5	.	.	-5	-20	.	0.3	-0.5

Assay outcomes deposited in PubChem BioAssay by Broad Institute.
